Platelet DG rel – modulates dense granule release in human platelets; AID 1663; 300,000 tested, 0.22% active; inhibition, %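 (compounds screened at 7.5 µM in platelet-rich plasma)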; human platelet-rich plasma, SFLLRN dense granule ATP release, luminescence;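 active = mean replicate score, as percent of positive control, at or above 50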
HSP90 inh – HSP90 refolding inhibition in rabbit reticulocyte lysate. luciferase refolding luminescence, 3 h. inhibition, % at 5.6 µM. 290,000 tested, 0.91% active;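 active = inhibition above the screen-wide mean plus 3 SD, computed separately per campaign, cut at about 16% in these data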;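 note: 0% = DMSO wells and 100% = 60 µM geldanamycin wells; inhibitors lower the luminescence because luciferase stays unfolded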
aSyn UTR inh – MLPCN primary screen, SNCA 5' untranslated region. alpha-synuclein 5'UTR reporter, inhibitor activity. inhibition, % (tested at 7.5 µM). 300,000 tested, 0.82% active; in the data active = inhibition above about 60%;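 note: H4 neuroglioblastoma cells stably carrying SNCA 5'UTR luciferase fusion; 0% = DMSO wells and 100% = positive control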
HSF1 inh – HSF1 inhibition. NIH3T3-HGL HSE-luciferase, MG132-induced, luminescence 8 h; hits give low values. activity change, negative = inhibition, % at 7.5 µM (by protocol). 300,000 tested, 0.77% active;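 active = more than half of replicate wells show activity change below -50%, luminescence cut by over half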;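 note: luciferase reports HSF-1 transcriptional activity via heat shock element; 0% = median of DMSO wells and -100% = zero luminescence signal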
AI-2 QS mod – Vibrio harveyi AI-2 quorum sensing modulation | Vibrio harveyi JMH597 AI-2 luminescence/OD600 ratio, 9 h; hits give low values; strain lacks LuxN and CqsS sensors; 0 = neutral-control median | activity change, % at 7.5 µM | 300,000 tested, 0.4% active | AID 2094; in the data active = activity change below about -75%, passing the limit was not always enough;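 note: luminescence divided by OD600 gain over 9 h not by final OD600 alone; inactives centre near 13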
KLF5 inhibitor – kruppel-like factor 5 inhibition | DLD-1 KLF5 promoter-luciferase reporter, luminescence | inhibition, % at 5 µM | 290,000 tested, 0.23% active | AID 1700;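 active = inhibition above a per-plate limit of that plate's mean compound inhibition plus 3 SD, cut at about 60% in these data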;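 note: 0% = DMSO wells and 100% = LY294002 at 200 µM; higher means less KLF5 promoter-driven luciferase light; inactives centre near -14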
IEC-6 cytotox – kills IEC-6 intestinal cells in KLF5 counter-screen. inhibition, % at 5 µM. 290,000 tested, 0.78% active. IEC-6 cytotoxicity, luminescence viability. AID 1825; in the data active = inhibition above about 22%;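 note: 0% = plate median of test compound wells and 100% = cytotoxic reference compound wells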
HSF-1 act – increases HSF-1 driven luciferase reporter signal; activation, % at 9 µM; AID 504408; NIH3T3-HGL HSF-1 luciferase reporter, MG132, 8 h; 100% = twice DMSO control signal; 300,000 tested, 1.7% active;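 active = mean replicate activation of at least 50% with a set share of replicates each reaching 50%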;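 note: 0% = median of the neutral control wells and 100% = twice that signal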
HIF act – HIF pathway transcriptional activation; AID 1910; activation, % at 7.5 µM (by protocol); 300,000 tested, 0.32% active; U2OS HRE-luciferase reporter, luminescence; normalized: DMSO 0%, desferrioxamine 100%;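 active = mean activation of at least 10% of the iron chelator positive control signal, with at least half of replicates also reaching 10%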
SKKanGAS inh – inhibitors of SKKanGAS S. pyogenes growth in kanamycin (SK-promoter or general growth effect). 300,000 tested, 1.3% active. inhibition, % at 7.5 µM. BacTiter-Glo, 6 h;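 active = mean replicate score, as percent of positive control median, at least 50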;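 note: strain carries kanamycin resistance gene driven by streptokinase promoter and grows in 40 µg/ml kanamycin; loss of luminescence reflects streptokinase promoter inhibition or plain growth inhibition; 0% = median of DMSO wells and 100% = positive control at its reference dose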
An asterisk follows results filed as active; / = not tested or not shown. Not a hit list; about 6% have a hit in one of these screens.

No.	canonical_smiles	Platelet DG rel	HSP90 inh	aSyn UTR inh	HSF1 inh	AI-2 QS mod
1	CCOC(=O)C1=C(N)Oc2cc(O)ccc2C1c1ccc(C)cc1 (stereo not given)	-2	-2	-9	-2	-1
2	CCCCn1c(SCc2nc3ccccc3s2)nc2cc(S(N)(=O)=O)ccc21	-1	5	-60	52	35
3	COc1ccc(Cl)cc1C(=O)CSc1nnnn1C1CCCCC1	0	-2	21	6	30
4	Cc1ccc(C(=O)N2CCN(C3c4cccc5cccc(c45)C3NS(=O)(=O)c3ccccc3)CC2)cc1 (stereo not given)	-4	10	9	20	9
5	O=C(CSC(=S)N1CCSCC1)c1ccccc1	-4	-7	-94	40	35
6	CCc1cccc2c(C(=O)CCl)c[nH]c12	6	1	-2	11	17
7	O=C(O)c1ccc2c(c1)C(=O)N(NC(=O)c1ccc(O)cc1)C2=O	2	-5	12	1	14
8	COc1cc(OC)c(C(=O)Nc2ccc3ccccc3c2)cc1OC	2	-2	-232	23	14
9	C=CC[C@H]1CC(C)=C[C@H](CC=C)N1C(=O)c1cc(COc2ccccc2SC)on1	-8	3	-4	-5	0
10	Cc1ccc(S(=O)(=O)N2CCN(C(=O)NCc3ccc(C(=O)O)cc3)CC2)cc1	-4	-5	7	-10	22
11	O=C(CSc1cn[nH]n1)Nc1ccccc1C(=O)O	-9	-5	-8	-6	10
12	CC1C(=O)C(C)C(c2ccco2)NC1c1ccco1 (stereo not given)	-1	-3	5	-64*	0
13	Cc1ccc(Cl)cc1Nc1nc(-c2sc(NC(=O)C(C)(C)C)nc2C)cs1	-2	0	18	-2	32
14	CCC(C)(C(=O)NC1CCCCC1)N(C(=O)CNC(=O)c1ccccc1)c1c(C)n(C)n(-c2ccccc2)c1=O (stereo not given)	0	-1	-1	5	11
15	CCn1cc(SCC(N)=O)c2ccccc21	-1	-2	-2	-4	24

No.	KLF5 inhibitor	IEC-6 cytotox	HSF-1 act	HIF act	SKKanGAS inh
1	-20	-9	-3	-3.5	16
2	-67	6	75*	2.0	7
3	-8	6	4	-0.4	-4
4	-2	-9	27	-0.2	13
5	-173	-3	60*	0.4	-12
6	-11	4	12	0.1	/
7	-16	9	20	-0.2	-4
8	-115	-3	35	3.8	-3
9	-1	-6	-8	-0.5	-1
10	-19	0	-7	-0.8	-5
11	-3	5	-16	1.0	-1
12	-1	2	-71	0.9	1
13	-11	-2	7	-0.4	15
14	-39	-5	2	-0.1	4
15	-12	-2	-2	-0.1	0

(list continues)
No.	canonical_smiles	Platelet DG rel	HSP90 inh	aSyn UTR inh	HSF1 inh	AI-2 QS mod
16	COc1cc(C2Nc3cc(C)c(C)cc3NC3=C2C(=O)CC(C)(C)C3)ccc1OC(C)=O (stereo not given)	16	-1	-12	5	/
17	O=C(CSc1ncccn1)NCCc1ccccc1	0	4	2	-69*	38
18	CCOc1ccc(N2C(=O)Cc3ccccc3C2=O)cc1	8	-4	-13	-5	21
19	COc1ccc(-c2csc3nc(C)nc(N4CCC(C)CC4)c23)cc1OC	1	3	14	8	3
20	COc1cccc(COC(=O)c2ccc3c(c2)NC(=O)C(C)S3)c1OC (stereo not given)	4	/	-8	-77*	5
21	CC(C)Nc1nnc(SCC(=O)Nc2ccc3c(c2)C(=O)c2ccccc2C3=O)s1	14	-3	-184	-10	44
22	CCSc1nc2ccccc2n1CCC(=O)O	3	0	-21	-7	27
23	Cc1cc(CNC(=O)Cc2c(F)cccc2Cl)nn1C	0	0	-72	3	23
24	CCC(Sc1nc2ccc(C)cc2[nH]1)C(=O)O (stereo not given)	6	-1	6	-2	15
25	COc1ccc(C/C(N)=N/OC(=O)Cc2ccc(OC)c(OC)c2)cc1	6	1	1	-2	-10
26	CCC(C(=O)NC(C)(C)C)N(C(=O)Cn1nnc(-c2cccs2)n1)c1cnc2ccccc2c1 (stereo not given)	6	3	7	0	12
27	Cc1ccc(S(=O)(=O)N2C(=S)SCC2(C)C)cc1	-13	-2	25	-6	20
28	Cc1ccc(N(CC(=O)N2CCCCC2)S(=O)(=O)c2ccc(C)cc2)cc1	4	-1	-12	-3	15
29	O=C(Nc1cccc(CCc2ccccn2)c1)c1ccc(Cl)cc1	0	2	-5	2	26
30	Cc1ccc(Cl)cc1NC(=O)c1cccc(OC(F)F)c1	-2	1	-15	1	11

No.	KLF5 inhibitor	IEC-6 cytotox	HSF-1 act	HIF act	SKKanGAS inh
16	-36	4	22	-2.4	4
17	-12	4	-74	-0.4	-8
18	16	-2	2	-4.6	-5
19	-47	1	32	0.5	2
20	/	/	-82	1.8	-1
21	-39	1	-13	1.4	25
22	-12	3	9	0.0	3
23	-31	-2	1	0.8	-1
24	-16	-2	-7	-0.2	-1
25	-16	-6	7	-0.2	-17
26	10	0	0	-0.1	0
27	12	8	-8	0.2	4
28	-31	-1	-4	-0.7	3
29	-48	8	7	0.3	4
30	-32	0	8	0.6	4

Other entries:
No.	canonical_smiles	Platelet DG rel	HSP90 inh	aSyn UTR inh	HSF1 inh	AI-2 QS mod
31	Cc1cccc(-c2c3c(=O)n(C)c(=O)n(C)c3cn2CC2CCCO2)c1 (stereo not given)	-10	3	-1	-5	2
32	CCOC(=O)CN1C(=O)NC2(CCCc3ccccc32)C1=O (stereo not given)	4	1	9	0	13
33	Clc1cccc(Nc2nc(-c3ccncc3)cs2)c1	7	2	-159	17	16
34	O=C(Nc1ccc(S(=O)(=O)N2CCOCC2)cc1)c1ccc(=O)[nH]c1	-8	5	2	-6	25
35	Cc1sc2ncnc(N(C)Cc3cccs3)c2c1C	-11	1	19	-3	19
36	O=[N+]([O-])c1ccc(Cl)c(S(=O)(=O)Nc2ccc(-c3ccc(N4CCCC4)nn3)cc2)c1	-12	/	-21	12	34
37	COc1cc(C(F)(F)F)nc2c(Br)c(C(C)(C)C)nn12	-25	4	16	-4	8
38	O=C(O)CCCCNCc1ccccc1	-1	5	3	3	5
39	COc1ccc(NC(=O)CSc2nccn2Cc2ccccc2)cc1	-5	0	-56	5	1
40	CCN(c1ccccc1)S(=O)(=O)c1cc2c(cc1C)NC(=O)CO2	-6	-1	-4	-1	1
41	Cc1ccc2nc(-c3ccc(NS(=O)(=O)c4c(C)n(C)c(=O)n(C)c4=O)cc3)sc2c1	-10	7	-94	-19	-5
42	CC(=O)NCCn1c(SCC(=O)NCC2CCCO2)nc2ccccc2c1=O (stereo not given)	1	1	-29	3	20
43	O=C(COc1ncnc2ccccc12)NCCC1=CCCCC1	-11	1	-8	0	-35
44	Cc1ncc([N+](=O)[O-])n1CC(=O)N/N=C/c1ccc(F)cc1	-6	-2	-7	3	9
45	CC(C)CC1(C)NC(=O)N(CC(=O)Nc2ccc3c(c2)CCC3)C1=O (stereo not given)	-10	1	-12	2	-85*
46	O=C1NCCCC1C(=O)N/N=C/c1cccc(Cl)c1 (stereo not given)	7	2	-6	-5	-79*
47	Cc1ccc(-c2nn(-c3ccccc3)cc2C(=O)Nc2ccc(C)c(S(=O)(=O)N3CCOCC3)c2)cc1	-38	2	-110	-1	12
48	CCOc1c(Cl)cc(CNc2ccc(N3CCCC3)cc2)cc1OC	4	0	-33	-9	27

No.	KLF5 inhibitor	IEC-6 cytotox	HSF-1 act	HIF act	SKKanGAS inh
31	-24	-4	-1	0.3	-7
32	-13	5	8	-0.2	-5
33	-29	14	40	3.0	-10
34	9	6	6	-0.1	-12
35	-21	-3	-9	-0.4	1
36	/	/	14	0.9	-2
37	-16	-6	16	-0.4	2
38	-48	-3	3	0.3	-2
39	-65	-2	26	2.0	2
40	27	6	3	-0.6	2
41	-107	-2	-29	-8.5	11
42	6	-2	-11	-0.1	2
43	-17	0	19	-0.1	-10
44	-8	3	-1	-0.4	-19
45	15	-1	3	0.3	-16
46	-16	-3	4	-0.1	3
47	7	11	0	-56	-7
48	0	-4	-18	-0.3	9

Molecules shown so far that have a Cl atom, in the order listed:
No.	canonical_smiles	Platelet DG rel	HSP90 inh	aSyn UTR inh	HSF1 inh	AI-2 QS mod
3	COc1ccc(Cl)cc1C(=O)CSc1nnnn1C1CCCCC1	0	-2	21	6	30
6	CCc1cccc2c(C(=O)CCl)c[nH]c12	6	1	-2	11	17
13	Cc1ccc(Cl)cc1Nc1nc(-c2sc(NC(=O)C(C)(C)C)nc2C)cs1	-2	0	18	-2	32
23	Cc1cc(CNC(=O)Cc2c(F)cccc2Cl)nn1C	0	0	-72	3	23
29	O=C(Nc1cccc(CCc2ccccn2)c1)c1ccc(Cl)cc1	0	2	-5	2	26
30	Cc1ccc(Cl)cc1NC(=O)c1cccc(OC(F)F)c1	-2	1	-15	1	11
33	Clc1cccc(Nc2nc(-c3ccncc3)cs2)c1	7	2	-159	17	16
36	O=[N+]([O-])c1ccc(Cl)c(S(=O)(=O)Nc2ccc(-c3ccc(N4CCCC4)nn3)cc2)c1	-12	/	-21	12	34
46	O=C1NCCCC1C(=O)N/N=C/c1cccc(Cl)c1 (stereo not given)	7	2	-6	-5	-79*
48	CCOc1c(Cl)cc(CNc2ccc(N3CCCC3)cc2)cc1OC	4	0	-33	-9	27

No.	KLF5 inhibitor	IEC-6 cytotox	HSF-1 act	HIF act	SKKanGAS inh
3	-8	6	4	-0.4	-4
6	-11	4	12	0.1	/
13	-11	-2	7	-0.4	15
23	-31	-2	1	0.8	-1
29	-48	8	7	0.3	4
30	-32	0	8	0.6	4
33	-29	14	40	3.0	-10
36	/	/	14	0.9	-2
46	-16	-3	4	-0.1	3
48	0	-4	-18	-0.3	9
